ELG1 genotox: genotoxicity induction in ELG1-luciferase HEK293T cells; Potency, µM (top dose mostly 46 µM), without a hit: at the highest dose activity change, positive = activation, hits mostly activators; HEK293T ELG1-luciferase reporter, luminescence, 16 h; actives 1.3% (n = 330,000); note: % of control where 0% means no effect; nearly all actives have a fitted effect of over 60% in size
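ELG1-luciferase HEK293T cells, 2,000/well; compound pinned in; 16 hr, 37 °C, 5% CO2; ONE-Glo, 30 min RT; luminescence on CCD imager.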
MLL CXXC-DNA inh: inhibitors of human MLL CXXC domain-DNA interaction; Q03164; MLL-CXXC / FITC-HOXA9 DNA fluorescence polarization; Potency, µM (top dose mostly 115 µM), without a hit: at the top dose activity change, negative = inhibition, usual class: inhibitors; actives 0.037% (n = 290,000); AID 2662; active = well fitted inhibition curve with a large enough effect in the polarisation, with a control signal flat, not every such curve was filed as active; inconclusive = small, poorly fitted or top-dose-only effect, or effect the other way, or a change in a side signal; inactive = no such curve, though single readings can be large or run the other way; the % refers to the polarisation
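Purified MLL-CXXC (added from a 7 uM solution) was preincubated 5 min at ambient with pinned compounds in 50 mM Tris-HCl pH 7.5, 50 mM NaCl, 1 mM DTT, 0.05% BSA. Fluorescein-labeled HOX-A9 DNA (50 nM solution) followed, 30 min, then polarization read.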
FLuc modulator: counter-screen for miR-21 project: firefly luciferase inhibitors or activators | purified FLuc, Km substrates, luminescence inhibition | actives 6.9% (n = 360,000) | Potency, µM (top dose mostly 57.5 µM), without a hit: top-dose activity change, negative = inhibition, usual class: inhibitors | P08659;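 note: plate controls were vehicle for no effect and reference inhibitor for full effect; nearly all actives have a fitted effect of over 55% in size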
Target sequence (P08659 whole entry, looked up): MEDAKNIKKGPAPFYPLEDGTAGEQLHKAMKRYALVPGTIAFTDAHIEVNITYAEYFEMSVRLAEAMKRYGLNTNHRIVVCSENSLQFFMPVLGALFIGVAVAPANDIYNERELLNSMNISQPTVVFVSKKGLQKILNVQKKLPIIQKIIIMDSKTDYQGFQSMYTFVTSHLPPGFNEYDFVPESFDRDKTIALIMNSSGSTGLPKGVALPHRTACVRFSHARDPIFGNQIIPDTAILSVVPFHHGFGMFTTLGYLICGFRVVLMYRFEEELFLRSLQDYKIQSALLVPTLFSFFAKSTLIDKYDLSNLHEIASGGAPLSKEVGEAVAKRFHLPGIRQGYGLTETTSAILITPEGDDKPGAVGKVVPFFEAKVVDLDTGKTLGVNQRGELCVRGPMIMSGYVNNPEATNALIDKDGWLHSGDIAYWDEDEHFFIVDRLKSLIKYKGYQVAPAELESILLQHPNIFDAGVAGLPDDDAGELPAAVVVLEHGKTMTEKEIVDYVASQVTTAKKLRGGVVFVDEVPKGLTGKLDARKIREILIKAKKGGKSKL
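Purified P. pyralis luciferase, 10 nM final, with Km-level 10 uM D-luciferin and 10 uM ATP in 50 mM Tris acetate pH 7.5, 10 mM Mg acetate, 0.01% Tween-20, 0.05% BSA; 6-point qHTS titration about 60 µM downward; luminescence read.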
Rab9 prom act: Rab9 promoter activation; Potency, µM (titrated, usually from 9.22 µM), for inactives: at the highest dose activation, negative = inhibition, most hits filed as activators; Huh7 Rab9 promoter-luciferase reporter, luminescence, 24 h; actives 2.8% (n = 320,000); note: % of control where 0% means no effect; nearly all actives have a fitted effect of over 60% in size
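Using Huh7 cells stably transfected with Rab9 promoter–luciferase, compounds were incubated 24 h at 37 °C, 5% CO2; luciferase luminescence was read 10 min after reagent addition.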
p53 reactivation: re-activators of mutant p53; actives 0.063% (n = 320,000); H1299 p53-A138V BP100-luciferase reporter, luminescence, 24 h; Potency, µM (highest dose often 92.2 µM), for the others: at the highest dose activity change, positive = activation, usual class: activators; note: % of control where 0% means no effect; nearly all actives have a fitted effect of over 45% in size
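p53-null H1299 cells stably carrying temperature-sensitive p53-A138V and a BP100-luciferase reporter were pinned with compounds (4-point, 1:5 series) and held 24 hrs at 37 deg C. Luminescence was read 10 min after detection reagent.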
BRCA1 expr act: increases BRCA1 expression; MCF7-BRCA1-FFLuc reporter, luminescence, 48 h; response scale: scaled: vehicle 0%, 10 µM genistein 100%; Potency, µM (highest dose often 46.1 µM), inactives show at the highest dose activation, actives largely listed as activators; actives 1.1% (n = 380,000); AID 624202; note: nearly all actives have a fitted effect of over 80% in size; some results filed as inactive show a strong effect at the top dose
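Luminescence from a BRCA1-driven firefly luciferase in MCF7 cells was read after 48 h compound exposure at 37 C. Data normalized against DMSO and a 10microM genistein activation control, then curve-fitted across the titration.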
MBNL1-CUG inh: inhibitors of human MBNL1 binding to CUG repeat RNA; TR-FRET MBNL1-His/biotin-(CUG)12 binding, 665/545 ratio; Q9NR56; AID 2675; Potency, µM (doses to about 57.5 µM), without a hit: at the top dose activity change, negative = inhibition, most hits filed as inhibitors; actives 0.036% (n = 280,000); active = well fitted inhibition curve with a large enough effect in the signal ratio, with a control signal flat, not every such curve was filed as active; inconclusive = small, poorly fitted or top-dose-only effect, or effect the other way, or a change in a side signal; inactive = no such curve, though single readings can be large or run the other way; the % refers to the signal ratio; note: % is set by controls: 0 for no effect and ±100 for the full control effect
Target sequence (Q9NR56 whole entry, looked up): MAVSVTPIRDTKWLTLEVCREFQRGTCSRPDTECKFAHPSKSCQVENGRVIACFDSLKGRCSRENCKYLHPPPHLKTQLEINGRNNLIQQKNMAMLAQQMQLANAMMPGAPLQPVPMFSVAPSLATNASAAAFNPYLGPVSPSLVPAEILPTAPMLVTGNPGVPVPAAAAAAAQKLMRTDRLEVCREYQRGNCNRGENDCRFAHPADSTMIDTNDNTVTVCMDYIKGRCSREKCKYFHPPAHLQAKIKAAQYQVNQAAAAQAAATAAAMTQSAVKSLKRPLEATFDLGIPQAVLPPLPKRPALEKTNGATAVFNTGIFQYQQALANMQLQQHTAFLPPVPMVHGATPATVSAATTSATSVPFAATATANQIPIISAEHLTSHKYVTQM
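Compounds (final 92 nM to 58 uM) are added to His-tagged MBNL1 and biotin-(CUG)12, then terbium anti-His antibody and streptavidin-XL665 (5 nM final). After 60 min at room temperature, the 665/545 nm ratio is read.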
RORgamma inh: blocks mouse ROR gamma transcriptional activity; Drosophila S2 Gal4-RORgamma UAS-luciferase reporter, 20 h; Potency, µM (doses to about 53.6 µM), for the others: at the top dose activity change, negative = inhibition, hits mostly inhibitors; AID 2551; actives 5.4% (n = 310,000); P51450; note: % is set by controls: 0 for no effect and ±100 for the full control effect; nearly all actives have a fitted effect of over 60% in size
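A Gal4/UAS one-hybrid system in insect cells: metallothionein-promoter Gal4–ROR gamma fusion plus Photinus luciferase reporter. Copper sulfate 700 uM final, 20 hr ambient incubation, luminescent detection after 10 min with reagent.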
NPC1 prom act: activators of NPC1 promoter. Huh7 NPC1 promoter luciferase reporter, 24 h. Potency, µM (doses to about 9.22 µM), without a hit: top-dose activation, most hits filed as activators. actives 2.4% (n = 320,000);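 note: % of control where 0% means no effect; nearly all actives have a fitted effect of over 60% in size; reporter is driven by a mutant NPC1 promoter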
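Huh7 cells stably carrying NPC1 promoter–luciferase, plated in Opti-MEM with 10% FBS for 2 h, were exposed to compound in DMSO for 24 h at 37 °C; luciferase reagent was added for 10 min and luminescence read.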
Gal4-VP16 FLuc: inhibits Gal4-VP16 luciferase reporter, ROR gamma counter-screen | Drosophila S2 Gal4-VP16 UAS-luciferase, luminescence, 20 h | Potency, µM (titrated, usually from 53.6 µM), for inactives: at the top dose activity, negative = inhibition, actives largely listed as inhibitors | actives 3.5% (n = 310,000);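 note: Gal4-VP16 expression switched on by copper sulfate through the metallothionein promoter; % is set by controls: 0 for no effect and ±100 for the full control effect; nearly all actives have a fitted effect of over 50% in size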
uPA surface inh: cell surface uPA generation inhibition. actives 0.31% (n = 330,000). Potency, µM (titrated, usually from 38.3 µM), inactives show at the highest dose activity change, negative = inhibition, usual class: inhibitors. cell surface uPA generation assay, qHTS; active = well fitted inhibition curve with a large enough effect; inconclusive = small, poorly fitted or top-dose-only effect; inactive = no such curve, though single readings can be large or run the other way; tested in mouse RAW 264.7 cells; note: % is set by controls: 0 for no effect and ±100 for the full control effect; nearly all actives have a fitted effect of over 55% in size
An asterisk follows results filed as active; ? = inconclusive; nt = no result given; [ ] = remark or other dose. Unless noted, calls come from the whole dose curve; as a rule, active = well fitted curve in the direction sought with a large enough effect; inconclusive = small, poorly fitted or top-dose-only effect, or another doubt; inactive = no such curve, though single readings can be large; an effect the other way counts as inactive or inconclusive. Potency is the fitted concentration of half-maximal effect. A portion of the library (hit frequency here may not be typical).

SMILES	ELG1 genotox	MLL CXXC-DNA inh	FLuc modulator	Rab9 prom act	p53 reactivation	BRCA1 expr act	MBNL1-CUG inh	RORgamma inh	NPC1 prom act	Gal4-VP16 FLuc	uPA surface inh
CC(=O)OC(COc1ccccc1)Cn1cnc2ccccc21 (configuration not stated)	2%	-8%	-2%	-1%	-1%	10%	-3%	32%	-2%	-1%	3%
O=C(Cc1ccc(Cl)cc1)NC1CCCCCC1	13%	-1%	-17%	22%	17%	70%	1%	-16%	19%	25%	6%
CCC(=O)Nc1nonc1-c1nc2ccccc2n1Cc1cccc2ccccc12	9%	31%[activator]	1%	-19%	27%	-39%	57%[activator]	-30%	-25%	-9%	-7%
O=C(O)CCn1c(-c2ccccc2)cc2c1CCCC2=O	1%	2%	-5%	4%	-7%	3%	-7%	0%	7%	?	2%
O=C(c1ccc(Br)cc1)c1cc([N+](=O)[O-])ccc1N1CCOCC1	7%	8%	2%	-20%	19%	-45%	?	12%	-27%	3%	?
Cc1noc(C)c1COC(=O)c1ccc2c(c1)OCCO2	10%	-1%	3%	2%	6%	28%	-12%	?	-3%	3%	-1%
C=CCN(C(=O)c1ccc2snnc2c1)c1ccccc1	-4%	5%	-1%	4%	2%	-11%	3%	2%	-5%	8%	2%
Cc1cccc(C)c1OCc1cc(C(=O)N2CCN(c3ccc(F)cc3)CC2)no1	?	2%	3.4µM*	1.1µM*	?	35%	-2%	-12%	0.63µM*	-2%	-15%
O=C1C2CC=CCC2C(=O)N1Nc1ccccc1 (configuration not stated)	4%	-10%	-2%	-7%	2%	-26%	-2%	-15%	-4%	-3%	1%
COc1ccc(C(=O)n2c(N)nc3ccccc32)cc1OC	?	-12%	19µM*	2.5µM*	?	?	-9%	?	2.8µM*	?	1%
COc1ccc(/C=C2\SC(N)=NC2=O)cc1	4%	-2%	15µM*	25%	-9%	44%	?	13%	2%	0%	-11%
CC1=C(C(=O)OC(C)C)C(c2c(O)ccc3ccccc23)NC(=O)N1 (configuration not stated)	-2%	2%	-1%	2%	-9%	-3%	-15%	16%	-1%	-12%	4%
CC(C)C(NS(=O)(=O)c1ccccc1)C(=O)N1CCCCCC1 (configuration not stated)	-6%	13%	8%	-5%	?	3%	-5%	-33%	-4%	0%	2%
Cc1cccn(Cc2c(F)cccc2Cl)c1=O	1%	2%	-1%	-8%	0%	-2%	7%	3%	0%	-10%	4%
CCC(C)(C)C1CCC2(CC1)NC(=O)N(CC(=O)Nc1nc(-c3ccc(C)cc3)cs1)C2=O (configuration not stated)	17%	23%	1%	-5%	2%	-12%	1%	10%	-1%	3%	4%
Cc1cc2cc3c(cc2nc1SCC(=O)N1c2ccccc2CC1C)OCO3 (configuration not stated)	-3%	5%	5%	-2%	-12%	-25%	-1%	35%	-6%	0%	-9%
O=c1n(S(=O)(=O)c2cccc3cccnc23)c2ccccc2n1S(=O)(=O)c1cccc2cccnc12	-2%	24%	-2%	-1%	-2%	-30%	-2%	32%	-2%	?	nt
CCc1nnc(NC(=O)C2CCCN2C(=O)Nc2ccc(C)cc2)s1 (configuration not stated)	9%	0%	-2%	0%	1%	20%	-1%	-9%	-4%	5%	0%
C=CCn1c(-c2ccc(Cl)cc2)cnc1SC(C)C(=O)NC(N)=O (configuration not stated)	-14%	0%	-17%	-2%	0%	4%	1%	?	0%	-4%[10 µM]	5%
C/C(=N/NC(=S)Nc1cccc(C)c1)c1cccc([N+](=O)[O-])c1	-3%	4%	-17%	-2%	-2%	0%	?	2.8µM*	12%	10µM*	-12%
NC(=O)c1cc([N+](=O)[O-])ccc1NCc1ccc(N)cc1	1%	nt	-18%	-28%	-25%	-44%	nt	nt	-17%	nt	10%
CC(CCc1ccccc1)NC(=O)c1nnc(Cc2ccc(Cl)cc2)o1 (configuration not stated)	-12%	-12%	1%	-1%	-5%	-1%	1%	10%	-1%	14%	5%
Cc1cc(NC(=O)CCC(=O)N(Cc2ccccc2)C(C(=O)NC2CCCC2)c2ccc(C)o2)no1 (configuration not stated)	-18%	4%	1%	-3%	-1%	-4%	-2%	13%	-5%	-2%	0%
N#CCC(=O)NC1CCC(CC2CCC(NC(=O)CC#N)CC2)CC1 (configuration not stated)	1%	?	1%	1%	-14%	-19%	1%	21%	-1%	-5%	2%
CC(=O)Nc1ccc(NC2=CC(=O)CC(C)(C)C2)cc1	-1%	11%	0%	-9%	-7%	3%	-8%	-26%	-2%	6%	5%
COc1ccc(NC(=O)CC2C(=O)N(C)C(=S)N2Cc2ccncc2)cc1 (configuration not stated)	-5%	-1%	4%	-2%	-4%	-3%	2%	?	3%	0%	3%
Cc1ccc(NC(=O)c2cc(S(=O)(=O)N3CCc4ccccc43)cn2C)cc1	1%	nt	0%	-6%	nt	-36%	1%	?	-7%	-1%	-5%
O=C(NCC1CC1)C1(S(=O)(=O)c2ccccc2)CC=CC1	3%	-3%	6%	1%	nt	1%	1%	-9%	0%	-11%	-9%
CC(C)n1c(C(F)(F)F)nc2cc(C(=O)N3CCC(O)CC3)ccc21	3%	-13%	-1%	-3%	-1%	10%	-2%	27%	-4%	-5%	3%
O=C(Nc1ccnn1C1CCN(Cc2ccc(O)c(Cl)c2)CC1)C1CCCC1	0%	?	3%	1%	18%	-7%	-4%	1%	0%	4%	0%

Reprinted at random: 3 entries already listed, in no set order.
SMILES	ELG1 genotox	MLL CXXC-DNA inh	FLuc modulator	Rab9 prom act	p53 reactivation	BRCA1 expr act	MBNL1-CUG inh	RORgamma inh	NPC1 prom act	Gal4-VP16 FLuc	uPA surface inh
CC(=O)Nc1ccc(NC2=CC(=O)CC(C)(C)C2)cc1	-1%	11%	0%	-9%	-7%	3%	-8%	-26%	-2%	6%	5%
O=C(NCC1CC1)C1(S(=O)(=O)c2ccccc2)CC=CC1	3%	-3%	6%	1%	nt	1%	1%	-9%	0%	-11%	-9%
Cc1ccc(NC(=O)c2cc(S(=O)(=O)N3CCc4ccccc43)cn2C)cc1	1%	nt	0%	-6%	nt	-36%	1%	?	-7%	-1%	-5%

Going on with the list.
SMILES	ELG1 genotox	MLL CXXC-DNA inh	FLuc modulator	Rab9 prom act	p53 reactivation	BRCA1 expr act	MBNL1-CUG inh	RORgamma inh	NPC1 prom act	Gal4-VP16 FLuc	uPA surface inh
COc1ccc2[nH]cc(CCNC(=O)COc3ccc4ccc(=O)oc4c3)c2c1	-9%	2%	5%	-5%	nt	7%	12%	6%	-3%	-3%	-10%
COc1ccc(NC(=S)Nc2ccc(C)c(S(=O)(=O)N3CCCCC3)c2)cc1	2%	-4%	2%	-1%	7%	nt	nt	?	-9%	?	nt
CC(=O)Nc1ccc(NC(=O)c2cc(-c3cc(C)c(C)cc3O)n[nH]2)cc1	-15%	-10%	-13%	23%	3%	-15%	10µM*	-31%	11%	1%	8%
CC1CCCN(CC(=O)Nc2ccc(S(=O)(=O)N3CCCCC3)cc2)C1 (configuration not stated)	-4%	-11%	-2%	0%	7%	-10%	-5%	-16%	0%	-5%	-4%
COC(=O)c1cccc(NC(=O)CC2C(=O)NCCN2C(=O)c2ccc(F)cc2F)c1 (configuration not stated)	-3%	-12%	3%	4%	1%	-11%	nt	9%	0%	5%	2%
O=c1[nH]c(=O)c2nc(-c3ccc(Cl)cc3)cnc2[nH]1	12%	-1%	17µM*	1%	14%	1%	?	28%	-2%	0%	-7%
CC1CCCCC1NC(=O)COC(=O)CCC(=O)c1cccs1 (configuration not stated)	0%	nt	nt	0%	6%	9%	nt	nt	1%	nt	3%
FC(F)(F)c1ccc(Oc2ccc3ccccc3c2Br)nc1	-2%	-4%	3%	1%	?	-42%	?	4%	-1%	-3%	5%
COc1cc(O)ccc1/C=N/NC(=O)c1ccc([N+](=O)[O-])cc1	-8%	5%	-16%	4%	1%	-10%	?	?	0%	?	-2%
CC1CCCC(NC(=O)Cn2cc([N+](=O)[O-])ccc2=O)C1C (configuration not stated)	2%	nt	4%	-1%	-1%	-5%	nt	nt	-1%	nt	9%
CC1CCCN(CCCN2C(=O)C3C(C(=O)Nc4ccc(Cl)cc4)C4C=CC3(O4)C2C(=O)NC2CCCCC2)C1 (configuration not stated)	-2%	3%	3%	0%	8%	-29%	-1%	-14%	0%	9%	2%
CC12CCC(C(=O)NCc3ccccc3)(OC1=O)C2(C)C (configuration not stated)	0%	-3%	3%	-2%	-4%	0%	-8%	24%	13%	-2%	3%
CCC1CCC2(CC1)NC(CO)(CO)CO2 (configuration not stated)	1%	3%	2%	-3%	5%	2%	11%	3%	0%	-5%	10%
Cc1ccc2nc(SCC(=O)NCc3ccco3)c(C#N)cc2c1	?	9%	-9%	-1%	?	-17%	392%[activator]	11%	8%	-2%	0%

Source: PubChem BioAssay
